Screening results from PubChem BioAssay.
L3MBTL1 inh – L3MBTL1 (human) inhibition; Q9Y468; AlphaScreen L3MBTL1–H3K9me1 peptide binding; Potency, µM (series often up to 57.1 µM), inactives show at the highest dose activity, negative = inhibition, usual class: inhibitors; actives 0.66% (n = 230,000); AID 485360; active = well fitted inhibition curve with a large enough effect; inconclusive = small, poorly fitted or top-dose-only effect; inactive = no such curve, though single readings can be large or run the other way; also: nearly all actives have a fitted effect of over 60% in size
Target sequence (Q9Y468 whole entry, looked up): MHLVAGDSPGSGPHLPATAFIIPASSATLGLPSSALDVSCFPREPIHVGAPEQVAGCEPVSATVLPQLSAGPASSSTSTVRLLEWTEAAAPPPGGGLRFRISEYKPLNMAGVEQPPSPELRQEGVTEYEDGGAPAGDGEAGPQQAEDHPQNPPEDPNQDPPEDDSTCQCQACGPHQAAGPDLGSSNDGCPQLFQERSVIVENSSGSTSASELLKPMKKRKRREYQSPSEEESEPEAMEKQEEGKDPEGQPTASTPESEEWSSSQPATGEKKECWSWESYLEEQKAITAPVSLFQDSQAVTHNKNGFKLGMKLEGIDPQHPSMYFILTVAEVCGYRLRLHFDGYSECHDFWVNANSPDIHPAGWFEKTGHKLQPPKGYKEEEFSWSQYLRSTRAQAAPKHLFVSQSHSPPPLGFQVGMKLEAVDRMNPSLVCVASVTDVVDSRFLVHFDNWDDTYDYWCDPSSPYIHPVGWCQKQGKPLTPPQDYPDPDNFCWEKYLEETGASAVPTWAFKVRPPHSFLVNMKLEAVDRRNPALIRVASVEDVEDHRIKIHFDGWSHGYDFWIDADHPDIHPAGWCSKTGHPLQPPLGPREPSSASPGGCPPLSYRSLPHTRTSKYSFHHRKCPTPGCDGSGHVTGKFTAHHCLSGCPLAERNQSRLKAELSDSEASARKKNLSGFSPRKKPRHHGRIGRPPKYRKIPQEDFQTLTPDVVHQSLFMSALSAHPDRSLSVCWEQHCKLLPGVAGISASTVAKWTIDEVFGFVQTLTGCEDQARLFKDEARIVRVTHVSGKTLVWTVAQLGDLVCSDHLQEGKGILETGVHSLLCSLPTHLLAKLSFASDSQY
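AlphaScreen proximity signal between nickel-chelate acceptor and streptavidin donor beads (final 10 ug/mL) reports binding of 50 nM L3MBTL1 to 75 nM biotin-H3 K9me1 peptide; complex incubated with compounds 30 min at room temperature; cefsulodin titration as control.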
Starred values were filed as active, the others as inactive; ? = inconclusive; [ ] = another dose, or the depositor's remark. % is scaled to controls: 0 for no effect and ±100 for the full control effect; potency is read from the fitted curve at half-maximal effect. An excerpt, so the mix of outcomes need not match the whole.

Compound,L3MBTL1 inh
C[C@H](NS(=O)(=O)c1c(Cl)cccc1Cl)C(=O)NNC(=O)COc1ccccc1F,4.0%
CCOc1ccc(S(=O)(=O)NCc2ccc3c(c2)OCO3)cc1NC(C)=O,3.2%
CCN1C(=O)[C@H]2[C@@H](c3ccc(OC)cc3)N3C(=O)CN(CCOC)C(=O)[C@@]3(Cc3ccccc3)[C@H]2C1=O,2.8%
COc1ccc(NC(=O)Cc2ccsc2)cc1S(=O)(=O)N1CCOCC1,2.7%
Cc1nn(CC(=O)NC(=O)NC2CCCC(C)C2C)c(=O)c(C#N)c1C (stereo not drawn),0.2%
NS(=O)(=O)c1cccc(NC(=O)COC(=O)Cn2cc(C(F)(F)F)ccc2=O)c1,0.1%
CCOC(=O)[C@H]1[C@H]2COc3ccccc3[C@@H]2N2C(=O)c3cc(F)ccc3NC(=O)[C@@]12C,3.0%
O=C(COC(=O)CCNS(=O)(=O)c1ccccc1)NC1CC1,-4.7%
COc1ccc(Cl)cc1NS(=O)(=O)c1cccc(C(=O)NC2CCC(O)CC2)c1 (stereo not drawn),1.3%
COc1cc(OC)cc(C(=O)NCC(=O)NCc2ccccn2)c1,6.2%
O=C(Nc1ccncc1)C1CCN(S(=O)(=O)c2cccc(C(F)(F)F)c2)CC1,2.3%
O=S(=O)(NCC1(N2CCOCC2)CCCCC1)c1ccc(F)cc1,-0.7%
CSCc1c(C(=O)OCC(=O)NC2CCCCC2)oc2ccccc12,-0.8%
O=C(NCc1ccc2c(c1)OCO2)c1cc(Cl)ccc1Cl,-1.2%
CN(C(=O)c1cc(S(=O)(=O)N2CCc3ccccc32)cn1C)C1CCCCC1,-2.4%
CC(C)(C)NC(=O)C(c1ccc(-c2ccccc2)cc1)N(C[C@H]1CC[C@@H]([C@@H]2CC[C@H](CO)O2)O1)C(=O)c1ccc(C(C)(C)C)cc1 (stereo partly drawn),-12.0%
CC(OC(=O)c1cccc(S(=O)(=O)N2CCCCCC2)c1)C(=O)Nc1ccc(S(N)(=O)=O)cc1 (stereo not drawn),-5.8%
O=c1[nH]cnc2c1ncn2[C@@H]1O[C@H](COS(=O)(=O)O)[C@@H](O)[C@H]1O,-1.5%
COc1ccc(-c2sc3ccccc3c2C#CCCO)cc1,11.6%
CC(C)NC(=O)c1ccc(CN2CCC(Cc3ccccc3)CC2)cc1,3.7%
CC(=O)NS(=O)(=O)c1ccc2c(c1)C(=O)c1cc(S(=O)(=O)NC(C)=O)ccc1-2,0.4%[2.29 µM]
CCN1C(=O)[C@H]2[C@@H](c3ccc(-c4cc(C(C)=O)cs4)cc3)N3CCC[C@@]3(C(=O)OC)[C@H]2C1=O,4.6%
COc1ccc(CC(=O)NC(C)c2ccc3ccccc3c2)cc1 (stereo not drawn),-5.2%
Cc1cc(=O)[nH]c(Nc2cccc(Br)c2)n1,2.1%

In a second layout: 2 of the compounds above
compound: O=C(NCc1ccc2c(c1)OCO2)c1cc(Cl)ccc1Cl
  L3MBTL1 inh: -1.2%

compound: CC(C)NC(=O)c1ccc(CN2CCC(Cc3ccccc3)CC2)cc1
  L3MBTL1 inh: 3.7%

Next part.
Compound,L3MBTL1 inh
CC(C)(C)C(=O)N1CCN(c2ccnc3cc(Cl)ccc23)CC1,16.3%
COc1cc(Cl)cc(C(c2c(C(=O)O)[nH]c3ccccc23)c2c(C(=O)O)[nH]c3ccccc23)c1O,-0.4%
Cc1ccc(C)c(S(=O)(=O)NC2CCS(=O)(=O)C2)c1 (stereo not drawn),2.3%
NC(=O)c1ccsc1NC(=O)COC(=O)/C=C/c1ccccc1,-2.3%
O=C(NN=Cc1c(F)c(F)c(F)c(F)c1F)c1ccc(NS(=O)(=O)c2cccs2)cc1,6.2%
CCC1(c2ccccc2)NC(=O)N(CC(=O)N(CC(=O)Nc2ccccc2C(F)(F)F)Cc2ccco2)C1=O (stereo not drawn),-8.6%
O=C(CN1C(=O)/C(=C2/SC(=S)N(CCS(=O)(=O)O)C2=O)c2ccccc21)Nc1cccc(Br)c1,-10.2%
CC(OC(=O)c1cccc(-n2cnnn2)c1)C(=O)Nc1ccc(N(C)C)cc1 (stereo not drawn),-4.4%
Cc1cccc(NC(=O)CSc2nc(=O)n(CCCN3CCOCC3)c3c2CCCC3)c1,-3.6%
Cc1ccc(C(=O)C(C)OC(=O)CNS(=O)(=O)c2ccc(C)cc2)cc1 (stereo not drawn),5.2%
O=C(CN1C(=O)NC2(CCc3ccccc32)C1=O)Nc1cccc(Cl)c1 (stereo not drawn),-5.5%
Cc1c(Cl)cccc1NC(=S)Nc1ccc(S(=O)(=O)Nc2ncccn2)cc1,1.3%
CN(CC(=O)Nc1ccc(Cl)c(C(F)(F)F)c1)C(=O)CCCNC(=O)c1ccc(Cl)cc1,-1.7%
CC1CN(C(=O)c2ccc(S(=O)(=O)Nc3ccccc3F)cc2)CC(C)O1 (stereo not drawn),-3.9%
O=C(CN1C(=O)S/C(=C\c2cc(Cl)c(O)c(Cl)c2)C1=O)Nc1ccccc1,-5.1%
NC(=O)c1cc([N+](=O)[O-])ccc1NCc1cccc2ccccc12,-11.6%
COc1ccc(CCNC(=O)c2cc(C3CC3)nc3c2cnn3C(C)C)cc1OC,-10.0%
CNc1snc(C)c1C(=O)OCC(=O)c1cc(F)ccc1OC,5.3%
O=C(c1ccccc1F)N(Cc1ccccc1)Cc1ccccc1,7.4%
Cc1ccc(/C(N)=N/OC(=O)C(C)c2ccc([N+](=O)[O-])cc2)cc1 (stereo not drawn),-1.2%
CCC(C)Sc1ccc(-c2nc3ccc(C)cn3c2NC2CCCCC2)cc1 (stereo not drawn),4.9%
O=C(CCC(=O)Nc1ccccc1Cl)NNC(=O)C1CCCCC1,-6.3%
CN1C(=O)C(C)(C)c2cc(S(=O)(=O)NCCc3ccc(Cl)cc3)ccc21,3.7%
COc1cc(OC)cc(-c2nnc(NC(=O)CCS(=O)(=O)c3ccc(F)cc3)o2)c1,29.6%
O=C(COC(=O)c1cccc(F)c1)Nc1ccc2c(c1)OCCO2,-9.5%
CC(C)C[C@H](NC(=O)c1nc[nH]c1C(=O)N1CCNCC1)C(=O)OC(C)(C)C,-3.6%
Cc1nc(SCc2nc3ccccc3[nH]2)c2oc3ccc(Br)cc3c2n1,4.7%
CSc1ncccc1C(=O)OCC(=O)Nc1cccc(S(=O)(=O)N2CCOCC2)c1,-11.8%
CCOC(=O)N1CCN(S(=O)(=O)CCNC(=O)c2ccccc2)CC1,3.0%
CN1C(=O)C(C)(C)c2cc(S(=O)(=O)NCc3ccc(Cl)cc3)ccc21,5.1%
CCn1c2ccccc2c2cc(NC(=O)COC(=O)c3ccc(NC(=O)CC#N)cc3)ccc21,31.6µM*
COc1cccc(NC(=O)CN(C)C(=O)c2cc(S(=O)(=O)N3CCCCCC3)ccc2OC)c1,-1.0%
CC(CCc1ccccc1)NC(=O)c1ccc(-n2cncn2)c([N+](=O)[O-])c1 (stereo not drawn),4.8%
O=C(OCC(=O)N1CCN(S(=O)(=O)c2ccc(Cl)cc2)CC1)c1cc(Br)ccc1O,3.1%
O=C(N1CCOCC1)N1CCN(S(=O)(=O)c2ccc(F)cc2)CC1,-8.6%
COc1ccc(/C=N/Nc2nc(C)cc(-c3ccccc3)n2)cc1OC,0.1%

Filtered by structure, those above containing a cyano group (2)
Compound,L3MBTL1 inh
Cc1nn(CC(=O)NC(=O)NC2CCCC(C)C2C)c(=O)c(C#N)c1C (stereo not drawn),0.2%
CCn1c2ccccc2c2cc(NC(=O)COC(=O)c3ccc(NC(=O)CC#N)cc3)ccc21,31.6µM*

Other entries
Compound,L3MBTL1 inh
COc1ccc(C(=O)N2CCN(c3ccccc3Cl)CC2)cc1S(=O)(=O)NC1CC1,4.5%
CCOC(=O)[C@H]1[C@H]2COc3ccc(C)cc3[C@@H]2N2C(=O)[C@@H](C)NC(=O)[C@@]12C,-6.3%
CC(NC(=O)CNC(=O)c1sc2ccccc2c1Cl)c1ccc(S(N)(=O)=O)cc1 (stereo not drawn),-7.6%
CN(C(=O)c1ccc(NC(=O)C2CCCN(C(=O)OC(C)(C)C)C2)cc1)C1CC1 (stereo not drawn),1.5%
O=C(Nc1ccc2c(c1)OCCO2)c1ccc(Cl)cc1Cl,28.7%[2.29 µM]
COc1cc(/C=C(/C#N)C(=O)NCc2ccccc2)cc(OC)c1OC,10.0%
Cc1noc(C)c1CSCC(=O)N(C)CC(=O)Nc1ccccc1Br,3.3%
CC(C)Oc1ccc(S(=O)(=O)N2CCCCC2)cc1NC(=O)CC1OC(=O)c2ccccc21 (stereo not drawn),-0.5%
CC1CCC2(CC1)NC(=O)N(CC(=O)c1ccc(CNC(=O)C(C)(C)C)s1)C2=O (stereo not drawn),-3.1%
CCNc1nc(NCC)nc(NS(=O)(=O)c2ccc(N)cc2)n1,?
Cc1cccc(N2CCN(S(=O)(=O)c3cc4c(cc3Cl)NC(=O)CO4)CC2)c1C,-1.1%
COc1ccc(OC)c(C(=O)NC(CC(N)=O)c2ccc(N3CCC(N4CCCCC4)CC3)c([N+](=O)[O-])c2)c1 (stereo not drawn),-6.3%
Cc1ccc(S(=O)(=O)N2CCC(C(=O)OCC(=O)N3CC(C)CC(C)C3)CC2)cc1C (stereo not drawn),6.5%
CSCCC(NC(=O)/C(=C\c1ccco1)NC(=O)c1ccco1)C(=O)O (stereo not drawn),?
CC(C)N(Cc1ccccc1)C(=O)COC(=O)c1ccc2ncsc2c1,-5.8%
COCCNc1oc(Cc2cccc3ccccc23)nc1C#N,-14.6%
CN1c2ccc([N+](=O)[O-])cc2N(C)C1(C)c1ccccc1 (stereo not drawn),14.1µM*
CN1CCC(N(C)C(=O)c2cc(S(=O)(=O)N(C)c3ccccc3)ccc2Cl)CC1,-10.0%
O=C(Nc1ccc(S(=O)(=O)N2CCCC2)cc1)c1cccc(OC(F)F)c1,-5.9%
COC(=O)c1cccc(NC(=O)c2cnccn2)c1,0.4%
CCc1ccccc1N(CC(=O)N1CCCC1)S(C)(=O)=O,-1.6%
NS(=O)(=O)c1ccc(CNC(=O)C(c2ccccc2)c2ccccc2)cc1,4.1%
CCOC(=O)C(=O)NCC(c1cccs1)S(=O)(=O)c1ccc(C)cc1 (stereo not drawn),-2.1%
NC(=O)CSc1ccc(S(=O)(=O)N2CCCCC2)cn1,-1.0%
O=C(CC1CC2CCC1C2)N1CCN(S(=O)(=O)c2ccccc2[N+](=O)[O-])CC1 (stereo not drawn),-0.6%
CC(Oc1ccccc1)C(=O)N1CCN(c2ccc(N3CCCCC3)nn2)CC1 (stereo not drawn),5.3%
CCN1CCN(C(=O)C(C)Oc2ccc(S(=O)(=O)N3CCCC3)cc2C(N)=O)CC1 (stereo not drawn),-1.6%
CCOc1cccc(C(=O)Nc2ccc(NC(=O)c3cc4ccccc4o3)c(OC)c2)c1,-1.4%
CCOc1ccc(-c2nnc(SCC(=O)NC3CC3)o2)cc1,1.4%
COc1ccc(S(=O)(=O)Nc2cccc3c2O[C@H](CN(C)CC2CC2)[C@@H](C)CN([C@H](C)CO)C3=O)cc1,8.7%
O=C(Nc1ccccn1)C1CCN(S(=O)(=O)c2ccccc2)CC1,-2.8%
O=C(COC(=O)CNC(=O)c1ccccc1)Nc1ccc(Cl)cn1,-4.4%
COc1cccc(C(=O)NC2CC3CCC(C2)N3Cc2ccccc2)c1 (stereo not drawn),2.7%
Cc1ccc(F)c(Oc2cc(NN3CCCCC3)c([N+](=O)[O-])cc2[N+](=O)[O-])c1,?
O=C1C=C(c2ccc(-c3ccccc3)cc2)C[C@@H](c2ccc3c(c2)OCO3)C1,4.7%
O=C1C=C(c2ccc(O)cc2)C[C@@H](c2ccc3c(c2)OCO3)C1,-5.7%

Overlap with the part before: 3 compounds, followed by the next part.
Compound,L3MBTL1 inh
Cc1ccc(F)c(Oc2cc(NN3CCCCC3)c([N+](=O)[O-])cc2[N+](=O)[O-])c1,?
O=C1C=C(c2ccc(-c3ccccc3)cc2)C[C@@H](c2ccc3c(c2)OCO3)C1,4.7%
O=C1C=C(c2ccc(O)cc2)C[C@@H](c2ccc3c(c2)OCO3)C1,-5.7%
O=C(NNc1c2ccccc2nc2ccccc12)c1ccccc1Cl,-2.2%
NNC(=O)c1cc2ccccc2cc1NS(=O)(=O)c1ccccc1,3.3%
NC(=O)c1ccc(NC(=O)C2CCCC2)cc1,?
CCOc1ccc(C(=O)C(C)OC(=O)C2CCN(c3ccc(C(F)(F)F)cn3)CC2)cc1 (stereo not drawn),21.5%
Cc1ccc(NC(=O)CN2CCN(C)CC2)cc1Br,-7.0%
O=S(=O)(c1ccccc1)N(Cc1cccc(F)c1)c1ccccc1,36.9%[activator]
COC(=O)CCC(=O)N1CCC(CCC(=O)NCc2ccc(F)cc2)CC1,0.2%
CN(CC(=O)Nc1ccccc1C(F)(F)F)C(=O)C1CCN(S(=O)(=O)c2ccc3c(c2)OCCO3)CC1,1.9%
COc1ccc(-n2c(C)cc(=O)[nH]c2=O)cc1,-14.5%
CC(C)CC1Nc2ncnc(N3CCN(c4ccccc4)CC3)c2N(Cc2ccccc2)C1=O (stereo not drawn),-10.6%
Cc1cccn2c(=O)nc(SCC(=O)NC3CCCC3)nc12,9.8%
